GPR151 ag = activates the human receptor GPR151; Q8TDV0; PathHunter beta-arrestin GPR151 cells, luminescence; activation, % at 11.2 µM; hit rate 1% among 650,000; in the data active = activation above about 4.9%;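 also: 0% = median of compound wells and 100% = cells with positive control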
Target sequence (Q8TDV0 whole entry, looked up): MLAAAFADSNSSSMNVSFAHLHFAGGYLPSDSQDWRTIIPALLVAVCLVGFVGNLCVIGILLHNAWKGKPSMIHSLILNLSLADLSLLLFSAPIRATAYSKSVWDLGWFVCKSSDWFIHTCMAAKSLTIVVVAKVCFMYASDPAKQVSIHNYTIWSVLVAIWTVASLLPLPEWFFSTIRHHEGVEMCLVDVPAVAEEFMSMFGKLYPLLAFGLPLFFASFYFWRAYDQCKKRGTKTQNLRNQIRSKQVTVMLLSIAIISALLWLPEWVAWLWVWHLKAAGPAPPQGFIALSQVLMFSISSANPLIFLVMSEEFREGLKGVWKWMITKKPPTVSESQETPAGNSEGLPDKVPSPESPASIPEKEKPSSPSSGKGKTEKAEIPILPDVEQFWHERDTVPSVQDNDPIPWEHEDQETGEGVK
FBW7 act = activators of human E3 ligase FBW7. AlphaScreen FBW7–phospho-cyclin E peptide binding, activator screen. AID 1259310. Q969H0. normalized activity (activation), % at 26.1 µM. hit rate 0.13% among 650,000; in the data active = normalized activity above about 1.9%;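 also: purified mutant Fbw7 with reduced substrate affinity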
Target sequence (Q969H0 whole entry, looked up): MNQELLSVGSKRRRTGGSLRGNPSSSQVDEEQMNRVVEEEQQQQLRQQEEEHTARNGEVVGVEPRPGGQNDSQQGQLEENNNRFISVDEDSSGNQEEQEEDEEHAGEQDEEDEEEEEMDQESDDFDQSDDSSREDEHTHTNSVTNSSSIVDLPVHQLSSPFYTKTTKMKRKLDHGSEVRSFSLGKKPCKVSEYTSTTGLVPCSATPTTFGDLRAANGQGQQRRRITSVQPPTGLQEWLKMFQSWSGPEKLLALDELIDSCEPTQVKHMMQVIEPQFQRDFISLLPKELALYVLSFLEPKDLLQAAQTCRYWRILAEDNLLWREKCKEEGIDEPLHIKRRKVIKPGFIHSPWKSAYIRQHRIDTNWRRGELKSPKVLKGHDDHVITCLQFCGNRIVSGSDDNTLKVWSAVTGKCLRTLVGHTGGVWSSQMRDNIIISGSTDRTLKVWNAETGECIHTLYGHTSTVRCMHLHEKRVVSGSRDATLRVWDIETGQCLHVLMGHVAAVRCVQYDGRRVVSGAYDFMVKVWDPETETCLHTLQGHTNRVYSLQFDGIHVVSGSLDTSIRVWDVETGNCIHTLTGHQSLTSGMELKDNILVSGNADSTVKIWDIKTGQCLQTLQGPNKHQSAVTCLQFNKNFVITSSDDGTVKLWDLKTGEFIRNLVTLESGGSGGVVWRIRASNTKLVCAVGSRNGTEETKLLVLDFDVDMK
TEAD-YAP block = TEAD-YAP interaction inhibition. HEK-TIYL cells, TEAD-Gal4/YAP UAS-luciferase luminescence. inhibition, % at 9.12 µM. hit rate 1.4% among 640,000. AID 1259422; in the data active = inhibition above about 32%;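 also: 0% = median of test compound wells and 100% = reference inhibitor wells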
MITF primary = human MITF inhibition, primary screen; O75030; AlphaScreen MITF homodimerization, bead proximity signal; inhibition, % at 2.6 µM; hit rate 0.91% among 650,000; AID 1259374; in the data active = inhibition above about 50%;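 also: 0% = vehicle wells with protein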
An asterisk follows results filed as active; & = joins results of further samples.

Molecule | TEAD-YAP block | FBW7 act | GPR151 ag | MITF primary
Cc1cc(I)ccc1S(=O)(=O)N1CCOCC1 | -1 | 0.0 | 0.0 | -7
CCc1c(C(=O)c2ccccc2)oc2ccc3c(C)cc(=O)oc3c12 | 41* | 0.2 | 0.2 | -6
COc1ccc(C2=NN(S(C)(=O)=O)C(c3cc4cc(OC)ccc4nc3Cl)C2)cc1 (configuration not stated) | 2 | 0.0 | -1.9 | 7
CCn1cnc2sc(C(=O)Oc3ccccc3)c(C)c2c1=O | 3 | 0.0 | -1.0 | 1
CC(=O)c1ccc(NC(=O)Nc2ccc(Cl)c(Cl)c2)cc1 | -83 | -0.2 | -0.7 | -3
O=C(Cc1ccccc1)Nc1ccccc1C(=O)NCCc1ccccc1 | -25 | 0.9 | 0.0 | 2
CCCCOCCCNC(=O)c1ccc(Cl)cc1[N+](=O)[O-] | 2 | -0.1 | 0.9 | -15
CCOC(=O)c1c(NC(=O)CSc2nnc3c4ccccc4n(CCc4ccccc4)c3n2)sc2c1CCC2 | 8 | 0.0 | 0.7 | 2
N/C(=N\OC(=O)c1ccc(F)cc1)c1cccc([N+](=O)[O-])c1 | 5 | 0.1 | 4.1 | -3
N#Cc1c(C(F)(F)F)cc(-c2cccs2)nc1SCC(N)=O | 0 | 0.0 | -0.2 | 6
O=C(O)c1ccc(C2SCCS2)cc1 | 1 | 0.0 | 0.3 | 3
CCOCCCNC(=O)c1ccc2c(c1)nc(C)n2-c1ccc(C(C)C)cc1 | -4 | -0.1 | 0.3 | -1
COc1ccc(C)cc1-n1cnc2cc(C(=O)NCc3ccc(F)cc3)ccc21 | 9 | -0.1 | 1.0 | -1
O=C(CN1C(=O)NC2(CCCC2)C1=O)Nc1cccc(-c2nnc3n2CCCCC3)c1 | 0 | 0.0 | -1.3 | -4
Cc1cc(C)cc(N(C(=O)c2ccc(Br)o2)C2C=CS(=O)(=O)C2)c1 (configuration not stated) | -5 | 0.1 | -0.9 | 10
Cc1ccc(S(=O)(=O)N(Cc2ccccc2Cl)c2ccc(Br)cc2C(=O)c2ccccc2)cc1 | 6 | 0.1 | 0.3 | 6
COCCOC(=O)C1=C(C)N(C)C(=O)NC1c1c(OC)ccc2ccccc12 (configuration not stated) | -3 | -0.1 | 0.6 | 14
O=C(c1ccccc1)N(Cc1cccnc1)Cc1cc2ccccc2[nH]c1=O | 8 | -0.3 | 0.4 | -8
CS(=O)(=O)c1ccc(CC2(c3ccccc3)C(=O)Nc3cc(F)ccc32)cc1 (configuration not stated) | 4 | 0.0 | -0.5 | -16
COc1ccc([N+](=O)[O-])cc1-c1ccc(/C=c2\sc3nc4c(C)cc(C)cc4n3c2=O)o1 | -9 | -0.1 | -0.1 | 0
CCOc1cc(Cl)c(C2C(C(=O)OC)=C(C)NC3=C2C(=O)c2ccccc23)cc1OC (configuration not stated) | -7 | -0.1 | -0.2 | 7
Cc1ccc(C(=O)COc2cccc(NC(=O)c3ccco3)c2)cc1 | -3 | -0.3 | -1.4 | -7
CC(c1ccco1)N(C(=O)CCl)c1ccccn1 (configuration not stated) | 5 | 0.1 | 1.6 | 22
COc1cc2c(cc1OC)C(c1ccc(C(C)(C)C)cc1)NCC2 (configuration not stated) | -4 | 0.4 | 0.6 | 12
COc1cccc2cc(C(=O)Nc3cccc(C(=O)O)c3C)c(=O)oc12 | -27 | -0.1 | -1.0 | -14
O=c1c(O)c(-c2ccccc2)oc2cc(O)ccc12 | -40&-33 | 1.1&-0.1 | -1.3&-0.6 | -19&-9
COC1=CC=C/C(=C\c2c(N)n3nc(C4CCCCC4)sc3nc2=O)C1=O | 12 | -0.2 | 0.9 | 17
O=C(Cc1ccccc1)N1N=C(c2ccc(F)cc2)CC1(O)C(F)(F)F (configuration not stated) | -2 | -0.1 | -0.3 | 4
O=C(Cc1ccc(Br)cc1)N1CCN(c2ncccn2)CC1 | -16 | 0.3 | 1.3 | 2
CCCCC(=O)NCCc1cc2ccc(C)cc2[nH]c1=O | -7 | 0.2 | -0.2 | 7
Cc1ccccc1C1Oc2ccc(Cl)cc2C2=C1C(c1cccnc1)n1nnnc1N2 (configuration not stated) | 2 | 0.7 | -1.7 | 12
C=CCN1CCN(c2c(Cl)cccc2NC(=O)c2ccno2)CC1 | -15 | -0.2 | -0.9 | 2
O=C(CSc1ncn[nH]1)c1ccc(-c2ccccc2)cc1 | 7 | 0.0 | -1.2 | 5
Nc1ccccc1-c1nnc(SCc2ccccc2F)[nH]c1=O | -18 | 0.3 | 1.8 | 8
O=C1CCC(=O)N1c1ccccc1-c1ccccc1 | -4 | 0.0 | 1.7 | 11
Nc1cc(-c2ccc(Br)cc2)nn1Cc1ccccc1 | 5 | 0.3 | -1.2 | 15
N#CC1=C(N)OC2=C(C(=O)CC(c3ccccc3)C2)C1c1ccc([N+](=O)[O-])cc1 (configuration not stated) | 8 | 0.1 | 0.7 | 13
Cc1ccc(Nc2nc(N)nc(CN3CCN(Cc4ccc5c(c4)OCO5)CC3)n2)cc1 | -3 | 0.1 | -0.5 | 12
CCOc1ccccc1NC(=O)c1cc(S(=O)(=O)NCc2ccc(C)cc2)ccc1F | 3 | -0.1 | -0.1 | 5
COc1ccc(C)cc1NC(=O)C1CCCN1C(=O)Nc1ccccc1OC (configuration not stated) | 9 | -0.1 | 1.0 | 4
CC(C)C1N(S(=O)(=O)c2ccccc2)CCN1S(=O)(=O)c1ccccc1 | -3 | -0.1 | -1.2 | -5
COc1cccc(/C=C/C(=O)OCC(=O)N(Cc2ccccc2)C(C)(C)C)c1OC | -3 | -0.3 | 1.9 | -17
COc1ccc(-n2cc(C(=O)Nc3cc([N+](=O)[O-])ccc3OC)c3ccccc3c2=O)cc1 | 4 | 0.1 | 0.1 | -5
O=C(CCCN1C(=O)c2cccc3cccc(c23)C1=O)N1CCN(c2ccc([N+](=O)[O-])cc2)CC1 | -2 | 0.3 | -0.4 | 26
CCCNC(=O)c1ccnc(Nc2ncccn2)c1 | 6 | -0.1 | 1.4 | -8
CCCS(=O)(=O)N1CCCc2ccc(NC(=O)c3cc(OC)c(OC)c(OC)c3)cc21 | 27 | 0.1 | 0.4 | 7
O=C(c1cccc(S(=O)(=O)N2CCOCC2)c1)N1CCCc2ccccc21 | -8 | 0.0 | 3.7 | -1
O=C(NOCc1ccccc1)c1cc([N+](=O)[O-])cc([N+](=O)[O-])c1 | -15 | 0.0 | -0.2 | 2
Cc1nc(N2CCN(Cc3ccccc3)CC2)c2c(C)c(C)sc2n1 | -2 | -0.1 | 0.3 | 3
O=C1OC(c2ccc(F)cc2)=N/C1=C\c1cccc(F)c1 | 11 | -0.2 | -2.1 | -9
CCOc1ccc(S(=O)(=O)N2CCN(C)CC2)cc1 | 2 | 0.2 | 1.2 | -18
C=CCOC(=O)C1=C(C)Nc2ncnn2C1c1ccc(C)cc1 (configuration not stated) | 4 | -0.1 | -0.9 | 7
CCS(=O)(=O)N1CCN(C(=O)c2ccccc2OC)CC1 | -5 | -0.1 | 0.9 | -30
O=[N+]([O-])c1ccc(N2CCCCCC2)nc1 | 6 | -0.2 | 0.2 | -6
Cn1cc(C(=O)N2CCC(C(N)=O)CC2)c2c3ccccc3n(C)c2c1=O | -2 | -0.1 | -1.9 | -2
CCCCC(NC(=O)c1ccccc1)C(=O)OCC(=O)N1c2ccccc2Sc2ccccc21 (configuration not stated) | -1 | 0.8 | 0.0 | 15
CC(C)NS(=O)(=O)c1ccc(Cl)c(C(=O)O)c1 | -12 | 0.0 | -0.6 | -9
COc1ccc(Br)cc1C1=N/C(=C\c2ccc(Cl)cc2)C(=O)O1 | -4 | 0.4 | 0.6 | 16
COC(=O)c1ccc(/C=C2\SC(N3CCN(C)CC3)=NC2=O)cc1 | 14 | 0.2 | -0.1 | 5
Cc1ccc(S(=O)(=O)N2CCN(C(=O)CN3CCN(C)CC3)C2C(C)C)cc1 (configuration not stated) | 7 | -0.1 | 0.4 | 8

Continuation:
Molecule | TEAD-YAP block | FBW7 act | GPR151 ag | MITF primary
CN(CCO)C1CCc2c(sc3ncn(CC4CCCCC4)c(=O)c23)C1 (configuration not stated) | 49* | -0.1 | 0.4 | -7
CC1CCc2c(sc(NC(=O)c3cccc([N+](=O)[O-])c3)c2C(N)=O)C1 (configuration not stated) | -3 | 0.0 | -1.0 | 29
Cc1ccc(C(=O)NNC(=O)c2ccc(CONC(=O)c3ccc(C)cc3)cc2)cc1 | -3 | 0.0 | 0.8 | 5
CCOc1ccccc1NC(=O)c1ccc2c(c1)C(=O)N(c1cccc(OC)c1)C2=O | 9 | 0.1 | -6.3 | 10
Cc1cc(C(=O)COC(=O)/C=C/c2cccc([N+](=O)[O-])c2)c(C)n1C1CC1 | 1 | -0.2 | 0.8 | -8
COc1ccc(C)cc1NC(=S)NN1CCN(C)CC1 | 8 | 0.0 | -1.0 | 9
COc1cccc(CN2CCN(Cc3cc(Cl)ccc3O)CC2CCO)c1 (configuration not stated) | 4 | 0.1 | 0.3 | 2
Cc1ccc(NC(=O)C2C3NC(=S)NC2(C)Oc2ccc(Cl)cc23)c(C)c1 (configuration not stated) | 7 | 0.1 | -0.9 | 29
CCCOc1ccccc1C1NC(=S)NC(C)=C1C(=O)OCc1ccccc1 (configuration not stated) | -11 | 0.0 | -1.0 | 9
C/C(=N\Nc1ccc(F)cc1F)c1ccccc1 | -4 | 0.0 | 1.6 | -5
Cc1n[nH]c(C)c1S(=O)(=O)N1CCOCC1 | -11 | -0.1 | -1.4 | -4
COc1ccc(-c2cc3c(=O)n(CC(=O)NCc4cccc(F)c4)ncn3n2)cc1 | -31 | -0.1 | -2.5 | -2
Cc1cc(C(=O)CCl)c(C)n1Cc1ccc2c(c1)OCO2 | 24 | 0.4 | -1.0 | -4
CC(C)N(CCOC(=O)c1ccccc1[N+](=O)[O-])C(C)C | 7 | -0.2 | 1.5 | -2
COC(=O)c1cc(-c2ccc(OCc3ccccc3)c(OC)c2)no1 | -9 | -0.1 | 2.3 | -4
CCSCc1nnc(SCC(=O)Nc2cc(C)c(C)cc2Br)n1C | 6 | -0.1 | 1.3 | 1
CSCCC(NC(=O)c1ccccc1)C(=O)OCc1nc2ccccc2[nH]1 (configuration not stated) | 2 | -0.2 | 1.3 | 7
Cc1cccc(-n2nc3c(c2NC(=O)c2ccco2)CS(=O)C3)c1C (configuration not stated) | -4 | 0.0 | -0.1 | -1
Cc1cc(C)nc(SCC(=O)NCCc2ccccc2)n1 | 14 | 0.6 | -1.2 | 17
COc1ccc(N=Cc2cc(Br)ccc2O)c(OC)c1 | 0 | 0.0 | 0.7 | 13
CC1Cc2cc(S(=O)(=O)CCC(=O)Nc3cccnc3)ccc2N1C(=O)C1CC1 (configuration not stated) | 2 | 0.0 | -0.3 | -4
CC(=O)CSc1nc2ccc(NC(=O)c3ccc([N+](=O)[O-])cc3)cc2s1 | -33 | -0.1 | 1.0 | 0
CN(C)S(=O)(=O)c1ccc(C(=O)OCC(=O)Nc2ccccc2C#N)cc1 | 7 | 0.6 | -2.2 | -13
Cn1c(=NC(=O)c2ccc(Br)s2)sc2cc(F)ccc21 | -38 | 0.2 | 1.0 | 11
O=C(c1ccc2c(c1)N(Cc1ccccc1)C(=O)c1ccccc1S2(=O)=O)N1CCCC1 | 13 | 0.1 | -0.4 | 3
Cc1c(NC(=O)c2nn(CC(C)C)c(=O)c3ccccc23)c(=O)n(-c2ccccc2)n1C | 2 | -0.1 | -0.7 | -3
O=C(Cc1ccc(Cl)cc1)NC1CC1 | 7 | 0.9 | -1.7 | 12
C/C(NCc1ccccc1)=C(\C#N)C(=O)NCc1ccccc1 | -17 | 0.1 | -0.3 | -6
COc1ccc(Nc2nnc(SC(C)C(=O)NC(C)c3ccc(F)cc3)s2)cc1 (configuration not stated) | 9 | 0.2 | 0.1 | 1
O=C(NCCCO)C(=O)NCc1ccco1 | 2 | 0.1 | -1.7 | 7

Next part (six carried over from the part before).
Molecule | TEAD-YAP block | FBW7 act | GPR151 ag | MITF primary
O=C(c1ccc2c(c1)N(Cc1ccccc1)C(=O)c1ccccc1S2(=O)=O)N1CCCC1 | 13 | 0.1 | -0.4 | 3
Cc1c(NC(=O)c2nn(CC(C)C)c(=O)c3ccccc23)c(=O)n(-c2ccccc2)n1C | 2 | -0.1 | -0.7 | -3
O=C(Cc1ccc(Cl)cc1)NC1CC1 | 7 | 0.9 | -1.7 | 12
C/C(NCc1ccccc1)=C(\C#N)C(=O)NCc1ccccc1 | -17 | 0.1 | -0.3 | -6
COc1ccc(Nc2nnc(SC(C)C(=O)NC(C)c3ccc(F)cc3)s2)cc1 (configuration not stated) | 9 | 0.2 | 0.1 | 1
O=C(NCCCO)C(=O)NCc1ccco1 | 2 | 0.1 | -1.7 | 7
CCC1CCCCN1C(=O)c1cc2c(C)nn(-c3ccccc3)c2s1 (configuration not stated) | -11 | -0.1 | 0.4 | -6
O=C(NCCO)c1ccc(-c2cnc3[nH]c(=O)n(C4CCOCC4)c3n2)cc1 | -2 | -0.4 | 0.1 | -11
O=C(/C=C/c1cccs1)NCc1nc(-c2ccccc2)no1 | -6 | 0.2 | 0.9 | 9
CCC(C(=O)N1CCCC1)c1ccccc1 (configuration not stated) | 2 | -0.2 | -0.1 | -12
O=C(COC(=O)/C=C/c1ccc(F)cc1)NC1CC1 | 6 | -0.1 | -1.6 | 0
CCCn1nc(C(=O)NNC(=O)Cn2nc(C)cc2C)c2ccccc2c1=O | 0 | 0.1 | -1.0 | -4
c1ccc(COn2c3c(c4c5nonc5ccc42)CCCC3)cc1 | 3 | 0.1 | -0.1 | 13
Cc1cc(SCC(=O)Nc2cccc(C)c2C)nc(=O)[nH]1 | 13 | 0.9 | -1.1 | 4
CC1(NC(=O)Nc2cccc([N+](=O)[O-])c2)CCS(=O)(=O)C1 (configuration not stated) | -9 | -0.2 | 0.2 | -15
Cc1nc(NS(=O)(=O)c2cccc([N+](=O)[O-])c2)sc1C(C)(C)C | 0 | -0.2 | 0.7 | 4
CCC(=O)N(CCCCN1C(=O)c2ccccc2C1=O)c1ccc(Cl)cc1 | 3 | 0.1 | -0.4 | -10
